Screening results deposited in PubChem by National Center for Advancing Translational Sciences (NCATS).
BLM inh – blocks DNA unwinding by human BLM helicase; recombinant BLM DNA unwinding, fluorescence dequenching; 350,000 compounds, 0.2% hits; P54132; Potency, µM (doses to about 56.1 µM), inactives show at the highest dose activity change, negative = inhibition, hits mostly inhibitors; AID 2528;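 note: potency is the fitted concentration of half-maximal effect; plate controls were vehicle for no effect and no enzyme for full effect; nearly all actives have a fitted effect of over 35% in size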
Pol beta inh – DNA polymerase beta (human) inhibition | P06746 | Pol beta primer extension/strand displacement, fluorescence kinetic | Potency, µM (doses to about 114 µM), for the others: top-dose activity change, negative = inhibition, hits mostly inhibitors | 340,000 compounds, 1.3% hits | AID 485314; note: potency is the fitted concentration of half-maximal effect; % is set by controls: 0 for no effect and ±100 for the full control effect
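Human Pol beta at 10 nM; strand-displacement substrate 50 nM final. Compound exposure 15 min at room temperature before start, reaction 10 min at room temperature.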
POLK inh – inhibitors of human DNA polymerase kappa; 400,000 compounds, 0.53% hits; Q9UBT6; purified Pol kappa, fluorescent DNA synthesis assay, 10 min; Potency, µM (highest dose often 107 µM), without a hit: at the top dose activity, negative = inhibition, hits mostly inhibitors; note: potency is the fitted concentration of half-maximal effect; % is set by controls: 0 for no effect and ±100 for the full control effect
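10 nM Pol kappa preincubated 15 min at room temperature with compounds, then reaction started with substrate at 50 nM final. Fluorescence read kinetically at 0 and 10 min; buffer-only wells served as negative control.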
Anesthetic bind – candidate novel general anesthetic via apoferritin binding; P02791; apoferritin/1-aminoanthracene competitive binding, fluorescence; Potency, µM (doses to about 77.5 µM), inactives show top-dose activity change, negative = displacement, actives largely listed as inhibitors; 350,000 compounds, 0.074% hits; AID 485281; note: potency is the fitted concentration of half-maximal effect; % is set by controls: 0 for no effect and ±100 for the full control effect; nearly all actives have a fitted effect of over 20% in size
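Steps: apoferritin (10 uM) was premixed with half-saturated 1-AMA in PBS, compounds were pin-transferred, plates stood 10 min at room temperature, fluorescence was read at 380/535 nm, and curves were fitted with a Hill equation.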
POLH inh – DNA polymerase eta (human) inhibition; 390,000 compounds, 1.2% hits; Potency, µM (top dose mostly 114 µM), without a hit: top-dose activity change, negative = inhibition, hits mostly inhibitors; recombinant Pol eta, fluorescent DNA replication assay; note: potency is the fitted concentration of half-maximal effect; % is set by controls: 0 for no effect and ±100 for the full control effect
Target sequence (Q9Y253 whole entry, looked up): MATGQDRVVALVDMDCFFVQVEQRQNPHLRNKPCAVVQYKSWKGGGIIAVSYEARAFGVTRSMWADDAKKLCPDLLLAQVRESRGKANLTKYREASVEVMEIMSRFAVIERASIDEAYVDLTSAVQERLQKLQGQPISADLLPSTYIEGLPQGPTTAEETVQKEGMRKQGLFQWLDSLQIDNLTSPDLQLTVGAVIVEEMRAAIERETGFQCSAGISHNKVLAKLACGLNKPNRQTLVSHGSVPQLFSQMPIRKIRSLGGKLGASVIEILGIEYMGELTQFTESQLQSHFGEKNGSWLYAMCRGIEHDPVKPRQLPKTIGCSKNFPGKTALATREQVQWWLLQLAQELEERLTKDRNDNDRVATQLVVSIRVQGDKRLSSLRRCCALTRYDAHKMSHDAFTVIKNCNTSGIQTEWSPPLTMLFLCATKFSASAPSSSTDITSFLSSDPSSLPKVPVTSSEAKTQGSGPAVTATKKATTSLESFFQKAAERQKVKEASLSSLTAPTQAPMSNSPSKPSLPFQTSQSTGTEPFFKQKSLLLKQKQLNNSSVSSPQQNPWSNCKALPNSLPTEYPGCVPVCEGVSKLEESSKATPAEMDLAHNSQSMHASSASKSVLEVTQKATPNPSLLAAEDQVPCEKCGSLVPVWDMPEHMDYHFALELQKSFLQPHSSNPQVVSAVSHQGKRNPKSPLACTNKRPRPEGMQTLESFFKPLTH
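Pol eta at 10 nM preincubated with compounds 15 min at room temperature; reaction started with fluorescent substrate (50 nM final) and read kinetically at 0 and 10 min.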
Pol iota inh – DNA polymerase iota (human) inhibition | Q9UNA4 | Pol iota fluorescent replication assay, 10 min | Potency, µM (series often up to 115 µM), for the others: top-dose activity, negative = inhibition, most hits filed as inhibitors | 390,000 compounds, 1% hits | AID 588590; note: potency is the fitted concentration of half-maximal effect
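Fluorescent replication assay read twice, at 0 min and 10 min after adding 50 nM (final) substrate. Enzyme (10 nM) and compounds were first incubated 15 min at room temperature; enzyme-free buffer wells were negative controls.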
APEX1 inh – blocks human APE1 abasic DNA cleavage; 350,000 compounds, 0.35% hits; P27695; recombinant APE1, TAMRA/BHQ-2 abasic DNA cleavage fluorescence; Potency, µM (highest dose often 65.8 µM), for inactives: at the highest dose activity change, negative = inhibition, actives largely listed as inhibitors;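 note: potency is the fitted concentration of half-maximal effect; plate controls were vehicle for no effect and reference inhibitor for full effect; nearly all actives have a fitted effect of over 55% in size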
Target sequence (P27695 whole entry, looked up): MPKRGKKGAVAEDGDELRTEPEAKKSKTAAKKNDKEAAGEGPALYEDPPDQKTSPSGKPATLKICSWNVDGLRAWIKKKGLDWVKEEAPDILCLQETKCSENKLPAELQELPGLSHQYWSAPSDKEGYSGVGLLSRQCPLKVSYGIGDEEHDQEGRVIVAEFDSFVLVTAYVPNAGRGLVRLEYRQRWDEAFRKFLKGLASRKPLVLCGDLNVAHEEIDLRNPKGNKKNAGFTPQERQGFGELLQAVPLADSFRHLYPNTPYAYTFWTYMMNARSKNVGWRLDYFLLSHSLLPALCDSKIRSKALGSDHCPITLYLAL
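Kinetic fluorescence read (525 ex/598 em nm, three reads 60 s apart) of AP-site incision; signal = third minus first read. Enzyme 0.75 nM, dual-labelled THF duplex 50 nM, compound preincubation 15 min RT.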
Tb PGK inh – blocks T. brucei phosphoglycerate kinase; P07378; PGK/GAPDH coupled, Kinase-Glo luminescence, 60 min; Potency, µM (top dose mostly 57.5 µM), inactives show at the highest dose activity change, negative = inhibition, hits mostly inhibitors; 380,000 compounds, 0.043% hits; note: potency is the fitted concentration of half-maximal effect; % is set by controls: 0 for no effect and ±100 for the full control effect; nearly all actives have a fitted effect of over 60% in size
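Luminescent ATP detection (Kinase-Glo Plus) follows a 60-minute room-temperature incubation, with wells lacking PGK as controls. Buffer: 100 mM TEA (pH 7.6), 5 mM MgCl2, 0.01% Tween-20. Coupling enzyme GAPDH (100 nM final) supplies unstable 1,3-BPG in-well.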
RXFP1 antagonist – RXFP1 (human) relaxin receptor antagonism. AID 1259400. Q9HBX9. HEK293-RXFP1, relaxin-stimulated cAMP HTRF, 30 min; active compounds read low. activity change, negative = inhibition, % at 57.5 µM. 350,000 compounds, 0.59% hits;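 active = activity change of -60% or lower, but not beyond a set lower limit; inconclusive = change between -60% and -40%, or beyond the set limit; inactive = change above -40%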; note: % is set by controls: 0 for no effect and ±100 for the full control effect
Starred values were filed as active, the others as inactive; i = inactive; ? = inconclusive; . = not tested or not shown; [ ] = remark or other dose. Unless noted, calls come from the whole dose curve; as a rule, active = well fitted curve in the direction sought with a large enough effect; inconclusive = small, poorly fitted or top-dose-only effect, or another doubt; inactive = no such curve, though single readings can be large; an effect the other way counts as inactive or inconclusive.

SMILES | BLM inh | Pol beta inh | POLK inh | Anesthetic bind | POLH inh | Pol iota inh | APEX1 inh | Tb PGK inh | RXFP1 antagonist
Cc1cc(-c2ccccc2)nc(Cl)c1C#N | -1% | 11% | -8% | -8% | -10% | 12% | 1% | -4% | 0
CC1(C)NC(=O)N(CCSc2ccc(Cl)cc2)C1=O | -15% | 3% | -7% | ? | -1% | 20% | -1% | 9% | -1
COc1ccc(NN=Nc2ccc([N+](=O)[O-])cc2)cc1 | -6% | 14% | 2% | ? | -3% | 127%[activator] | 13% | 8% | -15
Cn1c(O)c(C=NCC2CCNCC2)c(=O)n(C)c1=O | -8% | -9% | . | 2% | . | . | -2% | . | .
COc1ccc2nc(NC(=O)CN3C(=O)NC4(CCCC4)C3=O)sc2c1 | . | . | -13% | . | -18% | 28% | -5% | 0% | -14
CCOc1c(OC)cccc1C1CC(=O)Nc2cc3c(cc21)OCCO3 (stereo not given) | -6% | -17% | 23% | -13% | -9% | 0% | 1% | i | .
CC1=NN(c2ccccc2)C(=O)/C1=C\c1cn(CCC#N)nc1-c1ccc(Cl)cc1 | -9% | 17% | -4% | -14% | -7% | ? | 5% | -4% | -36
COc1ccc(CN(Cc2ccncc2)C(=O)CCC(=O)O)cc1 | -1% | -1% | 11% | -6% | 7% | 6% | 3% | -4% | -1
O=C1CCCN1CN(C(=O)c1ccc2c(c1)OCO2)c1ccc(F)cc1 | -5% | 4% | 0% | -3% | 1% | 8% | -7% | -2% | -12
COc1ccc(C(=O)OCC(=O)Nc2cccc(S(=O)(=O)N3CCCCCC3)c2)cc1[N+](=O)[O-] | . | . | -5% | . | -22% | -5% | . | -5% | -3
CCc1ccc(Sc2cc(C(=O)NCCCOC(C)C)c3ccccc3n2)cc1 | -3% | 21% | -7%[60.1 µM] | -7% | ? | -7% | . | -9% | .
CCOCCCNC(=O)C1c2ccccc2C(=O)N2CCc3ccccc3C12 (stereo not given) | -7% | 27% | -8% | -4% | -5% | 34%[activator] | 8% | -6% | 23
COc1ccc(CNC(=O)[C@H](C)N2C(=O)N3CCc4c([nH]c5ccc(OC)cc45)[C@@]3(C)C2=O)cc1 | -3% | 0% | -18% | -4% | -18% | 16% | 14% | -5% | .
CCOCCCNC(=O)C(c1ccc(C)cc1)N(Cc1cccs1)C(=O)CNC(C)=O (stereo not given) | 3% | -1% | -18% | 0% | -4% | 9% | 0% | 1% | 7
CC(C)N=C(NS(=O)(=O)c1cccs1)c1ccccc1 | -2% | 30% | 2% | -3% | -6% | -5% | 10% | -1% | 5
O=C(CN1C(=O)NC2(CCCCC2)C1=O)N(Cc1ccco1)Cc1cccs1 | . | . | 0% | . | -12% | 39%[activator] | 19% | -7% | -8
CC(OC(=O)c1cccc(S(=O)(=O)N2CCN(C)CC2)c1)C(=O)Nc1ccc(C(N)=O)cc1 (stereo not given) | . | . | -4% | . | -5% | ? | -6% | -6% | 6
CCSc1nnc(NC(=O)C(CC)(C(F)(F)F)C(F)(F)F)s1 | -5% | -22% | 1% | -17% | -14% | -2% | -14% | i | -19
Cc1ccc(C)c(Cn2c(C(C)O)nc3ccccc32)c1 (stereo not given) | -3% | 12% | -14% | -2% | -13% | 11% | 13% | 4% | -2
CCOC(=O)C1=C(COC(=O)CNC(=O)c2ccc(Cl)cc2Cl)NC(=O)NC1C (stereo not given) | . | . | -4% | . | -6% | 8% | 36% | -9% | -5
CCC(C)NCCOCCOc1ccc(Cl)cc1Br (stereo not given) | -2% | 13% | -3% | -5% | -22% | 80%[activator] | -3% | -3% | -33
COc1ccc(Cc2nnn(CC(=O)O)n2)cc1 | -8% | 16% | 2% | 7% | -11% | 2% | -1% | i | 10
CC(=O)Oc1ccc2c(=O)c(-c3nc4ccccc4s3)coc2c1 | -2% | ? | -4% | -13% | -11% | 78%[activator] | -1% | 1% | -22
NS(=O)(=O)c1ccc(S(=O)(=O)N2CCN(C3CCCC3)CC2)cc1 | 0% | 5% | -9% | 5% | -19% | 54%[activator] | -7%[12.4 µM] | -6% | -4
O=C(/C=C(/c1ccc(Cl)cc1)n1cncn1)c1ccccc1 | -5% | 4% | -3% | -8% | -10% | 0% | 12% | 2% | -11
c1cncc(CNc2ncncc2-c2ccc3c(c2)OCO3)c1 | 5% | . | -1%[60.1 µM] | 3% | . | . | 2% | . | .
COc1ccc(Cl)cc1NC(=O)COC(=O)c1ccc(Cl)nc1 | . | . | -6% | . | 1% | 6% | 12% | -3% | -1
CN(CC(=O)Nc1ccccc1C(F)(F)F)Cc1c(O)ccc2ccccc12 | -4% | 39% | -7% | -13% | -12% | 45%[activator] | -12% | -4% | -3
O=C(NCCc1cccc(Cl)c1)c1ccc(OC2CCN(Cc3ccccn3)CC2)cc1 | -1% | -20% | -2% | -19% | -19% | -26% | 21% | -8% | 4
O=C(CNc1ccccc1N1CCCC1=O)Nc1cc(C(F)(F)F)ccc1-n1cncn1 | . | . | -12% | . | -10% | 28% | 6% | 5% | 3
Cc1ccc(NC(=O)C2CCN(S(=O)(=O)c3ccc4c(c3)NC(=O)C(C)S4)CC2)cc1C (stereo not given) | -7% | 87% | -5% | -9% | -19% | 9% | 16% | -3% | -24
CCOc1cccc(Oc2ncccc2C(=O)/C(C#N)=C/N(C)C)c1 | -2% | 4% | -10% | -5% | -9% | 22% | -4% | 10% | 2
Cc1ccc(OCc2n[nH]c(=S)n2-c2ccccc2)cc1C | -2% | 29% | -6% | -7% | -10% | 18% | 17% | i | -16
O=C(Nc1ccc(/C=C/c2nc3ccccc3o2)cc1)c1c(F)cccc1F | -15% | 4% | -11% | 78%[activator] | -18% | 14% | -5% | 0% | -25
O=C(O)CC/C(=C\c1cc([N+](=O)[O-])ccc1Cl)c1nc2ccccc2s1 | 0% | -24% | -7% | 1% | -7% | 10% | -4% | 0% | -1
COC(=O)c1ccc(NC(=O)CSc2nn3c(=O)c(C)nnc3s2)cc1 | 1% | -17% | -4% | -6% | -10% | 17% | 2% | i | -2
Cc1ccc(CN2CCC(CNC(=O)c3ccc(NC(=O)C4=CSCCO4)cc3)CC2)cc1 | -10% | 41% | -7% | -7% | -14% | 10% | 1% | 5% | -5
Cc1ccccc1-c1noc(-c2ccccc2C(=O)O)n1 | -1% | -8% | -4% | 3% | -18% | 6% | 1% | i | -1
S=c1[nH]c2cc3c(cc2[nH]1)OCCO3 | -3% | 4% | -4% | -7% | -1% | 88%[activator] | -2% | -2% | -25
CC1(C)C(=O)OC(c2cc(Br)ccc2O)C(C)(C)C1=O (stereo not given) | 4% | 11% | -15% | ? | -23% | 2% | 0% | 5% | 11
CC(=O)Nc1ccc(N(C(=O)c2ccco2)C(C(=O)NC2CCCCC2)c2ccccc2)cc1 (stereo not given) | -2% | 34% | -20% | -14% | 3% | 52%[activator] | 48% | -2% | 5
COc1ccccc1NC(=O)C1CCCN(c2cnccn2)C1 (stereo not given) | -1% | -1% | -12% | -1% | -17% | -1% | 7% | -7% | 4
CCOc1ccccc1C(=O)NN1CCOCC1 | -1% | 30% | 0% | 1% | 1% | 32%[activator] | 55%[activator] | 0% | 2
CC(=NCCCn1ccnc1)C1=C(O)c2ccccc2C1=O | 5% | 15% | -4% | -12% | -15% | 13% | -1% | -1%[11.5 µM] | -3
O=C(NNc1nc(-c2ccc(F)cc2)cs1)c1ccccc1 | -1% | 0% | -6% | -1% | -20% | 61%[activator] | -9% | -2% | -21
COc1ccc(C(=O)N2CCN(Cc3ccccc3)CC2)cc1[N+](=O)[O-] | -3% | -1% | -8% | -9% | 1% | ? | -1% | -9% | 9
CCn1c(=O)c2cc(C(=O)N3CCOCC3)sc2c2ccccc21 | 0% | 4% | 8% | -1% | -16% | 6% | -3% | 0% | 0
COc1ccccc1C(c1nnnn1C1CCCC1)N1CCN2CCCC2C1 (stereo not given) | 1% | -3% | -6% | -16% | -8% | 13% | -2% | -4% | -20
O=C(Cn1cnc2sc3c(c2c1=O)CCCC3)NCC(=O)Nc1c(F)cc(F)cc1Br | 1% | -21% | -16% | -9% | -6% | 2% | 31% | -3% | 15
CC/C(=C\c1ccc(Cl)cc1)c1ccncc1 | . | . | -7% | . | -8% | 4% | . | -3% | -10
O=C(CSc1nnc(SCc2ccc(Cl)cc2)s1)c1ccc2c(c1)OCO2 | -4% | 1% | -10% | -19% | -7% | 20% | 4% | -8% | -12
Cc1nn(CC(=O)NC2CCC(C)CC2)c(=O)c(C#N)c1C (stereo not given) | . | . | -15% | . | -19% | 58%[activator] | 3% | -2% | 10
Cc1cc(-c2ccc3ccccc3c2)n2ncnc2n1 | -6% | 17% | 20% | 24% | -3% | 8% | -3% | -1% | -3
COc1ccc(C(=O)OCC(=O)Nc2cccc(C(C)=O)c2)c(OC)c1OC | 3% | -7% | -3% | -6% | -13% | -9% | 28%[12.4 µM] | -6% | 9
CC(C)(C)NC(=O)NC(=O)CN1CCCc2ccccc21 | 0% | -13% | -8% | -12% | -5% | 97%[activator] | -5% | 7% | -29
O=C(CCc1nnc2ccc(NCc3ccco3)nn12)Nc1ccc(F)cc1 | -7% | -2% | ? | -17% | 4% | ? | 5% | 4% | 23

3 compounds already listed, ordered by heavy-atom count, largest number first.
SMILES | BLM inh | Pol beta inh | POLK inh | Anesthetic bind | POLH inh | Pol iota inh | APEX1 inh | Tb PGK inh | RXFP1 antagonist
O=C(CCc1nnc2ccc(NCc3ccco3)nn12)Nc1ccc(F)cc1 | -7% | -2% | ? | -17% | 4% | ? | 5% | 4% | 23
Cc1cc(-c2ccc3ccccc3c2)n2ncnc2n1 | -6% | 17% | 20% | 24% | -3% | 8% | -3% | -1% | -3
CC/C(=C\c1ccc(Cl)cc1)c1ccncc1 | . | . | -7% | . | -8% | 4% | . | -3% | -10

A portion of the library; rates above refer to the full screens.
